Mtb BioA inh: inhibitors of Mycobacterium tuberculosis BioA enzyme | purified M. tuberculosis BioA enzyme, plate reader | inhibition, % at 9.99 µM | 0.096% of 360,000 active | AID 602481; in the data active means inhibition above about 40%
An asterisk follows results filed as active. Not all compounds are listed; the hit share may differ from the screen's.

SMILES: C/C=C/c1cnc2c(c1)C(=O)N([C@H](C)CO)C[C@H](C)[C@H](CN(C)C(=O)Cc1ccccn1)O2
  Mtb BioA inh: -5.0

SMILES: C[C@@H]1CN([C@H](C)CO)C(=O)Cc2cc(NC(=O)CCN3CCOCC3)ccc2O[C@@H]1CN(C)S(=O)(=O)c1ccccc1
  Mtb BioA inh: -0.9

SMILES: Cc1ccc(-c2ccc3c(c2)O[C@@H](CN(C)Cc2ccccc2)[C@H](C)CN([C@@H](C)CO)S3(=O)=O)cc1
  Mtb BioA inh: -1.6

SMILES: COc1ccc(NC(=O)N[C@@H]2CC[C@H](CCn3cc(-c4ccccc4F)nn3)O[C@@H]2CO)cc1
  Mtb BioA inh: -0.2

SMILES: C[C@@H]1CN([C@H](C)CO)C(=O)c2cc(NS(=O)(=O)c3ccccc3)ccc2O[C@@H](C)CCCCO[C@H]1CN(C)S(=O)(=O)c1ccccc1
  Mtb BioA inh: -1.4

SMILES: COC(=O)C[C@@H]1CC[C@@H]2[C@H](COC[C@@H](O)CN2S(=O)(=O)c2cn(C)cn2)O1
  Mtb BioA inh: -3.1

SMILES: COCC(=O)N[C@H]1CC[C@@H](CC(=O)NCc2ccccc2OC)O[C@@H]1CO
  Mtb BioA inh: -3.1

SMILES: CN1C(=O)c2cc(NC(=O)Cc3cccs3)ccc2OC[C@@H]2O[C@@H](CC(=O)NCC3CCCCC3)CC[C@H]21
  Mtb BioA inh: -1.2

SMILES: C[C@H]1CN([C@@H](C)CO)S(=O)(=O)c2ccc(/C=C/c3ccccc3)cc2O[C@@H]1CN(C)Cc1cncnc1
  Mtb BioA inh: 1.3

SMILES: C[C@H](CO)N1C[C@H](C)[C@@H](CN(C)Cc2ccc(C(=O)Nc3ccccc3N)cc2)Oc2ccc(NS(=O)(=O)c3cccs3)cc2CC1=O
  Mtb BioA inh: 0.3

SMILES: COc1ccc(S(=O)(=O)Nc2ccc3c(c2)C(=O)N([C@H](C)CO)C[C@@H](C)[C@H](CN(C)S(=O)(=O)c2ccc(Cl)cc2)O3)cc1
  Mtb BioA inh: -3.2

SMILES: Cc1ccc(-c2ccc([C@@H]3[C@@H](CO)N4CCCCN(C(=O)c5ccncc5)C[C@H]34)cc2)cc1
  Mtb BioA inh: -0.6

SMILES: CN(C)C(=O)C[C@@H]1CC[C@@H]2[C@@H](COc3ccc(NC(=O)Nc4cccc(Cl)c4)cc3C(=O)N2C)O1
  Mtb BioA inh: 4.6

SMILES: C[C@H]1CN([C@@H](C)CO)C(=O)c2cc(C#CC3(O)CCCC3)cnc2O[C@@H]1CN(C)C(=O)C1CCCCC1
  Mtb BioA inh: -1.3

SMILES: CCN(C[C@@H]1[C@@H](c2ccccc2)[C@@H](CO)N1C(=O)C1CC1)C(=O)NC1CCCC1
  Mtb BioA inh: -1.7

SMILES: O=C(CCN1CCCCC1)NCC[C@@H]1CC[C@H](NS(=O)(=O)c2cccc(F)c2)[C@H](CO)O1
  Mtb BioA inh: -3.0

SMILES: CO[C@H]1CN(C)C(=O)c2ccc(NC(=O)c3cc(C)on3)cc2OC[C@@H](C)N(C(C)=O)C[C@H]1C
  Mtb BioA inh: 0.0

SMILES: Cc1noc(C)c1S(=O)(=O)Nc1ccc2c(c1)C(=O)N([C@@H](C)CO)C[C@H](C)[C@H](CN(C)C(=O)Nc1ccc3c(c1)OCO3)OCCCC[C@H](C)O2
  Mtb BioA inh: -2.0

SMILES: O=C(NCC1CC1)[C@@H]1[C@@H](CO)[C@@H]2Cn3c(ccc(-c4ccccc4F)c3=O)[C@H]1N2Cc1cccnc1
  Mtb BioA inh: -0.5

SMILES: C[C@@H]1CCCCO[C@H](CN(C)S(=O)(=O)c2ccc(F)cc2)[C@@H](C)CN([C@H](C)CO)C(=O)c2cc(NC(=O)Nc3ccc4c(c3)OCO4)ccc2O1
  Mtb BioA inh: 2.1

SMILES: C[C@@H]1CN([C@H](C)CO)S(=O)(=O)c2ccc(-c3ccncc3)cc2O[C@H]1CN(C)C(=O)CC1CC1
  Mtb BioA inh: 1.6

SMILES: CC(C)NC(=O)N1[C@H](CO)[C@H]2c3ccccc3N(C(=O)Nc3ccccc3)C[C@H]21
  Mtb BioA inh: -1.8

SMILES: Cc1ccc(S(=O)(=O)N(C)C[C@@H]2Oc3c(NC(=O)c4cnccn4)cccc3C(=O)N([C@H](C)CO)C[C@H]2C)cc1
  Mtb BioA inh: 4.3

SMILES: COc1ccc(CNC(=O)C[C@H]2C=C[C@@H](NC(=O)c3cccc(F)c3)[C@H](CO)O2)cc1
  Mtb BioA inh: 3.5

SMILES: Cc1noc(C)c1NC(=O)N(C)C[C@H]1Oc2ccc(NC(=O)Nc3cccc4ccccc34)cc2CC(=O)N([C@H](C)CO)C[C@H]1C
  Mtb BioA inh: -0.1

SMILES: CC(C)CC#Cc1ccc2c(c1)O[C@@H](CN(C)C(=O)C1CCOCC1)[C@@H](C)CN([C@@H](C)CO)S2(=O)=O
  Mtb BioA inh: -1.9

SMILES: CCS(=O)(=O)Nc1ccc2c(c1)C(=O)N(C)C[C@H](OC)[C@@H](C)CN(Cc1nccs1)[C@@H](C)CO2
  Mtb BioA inh: -1.5

SMILES: C[C@@H]1CN([C@H](C)CO)C(=O)c2cccc(NC(=O)C3CC3)c2O[C@@H]1CN(C)C(=O)Nc1ccc(F)cc1
  Mtb BioA inh: 0.5

SMILES: COc1cccc(-c2ccc3c(c2)O[C@H](CN(C)Cc2cncnc2)[C@@H](C)CN([C@H](C)CO)S3(=O)=O)c1
  Mtb BioA inh: 8.5

SMILES: C[C@H]1CN([C@@H](C)CO)C(=O)c2cc(NC(=O)CCCN(C)C)ccc2O[C@H]1CN(C)Cc1ccc(C(F)(F)F)cc1
  Mtb BioA inh: 0.0

SMILES: CN1CCN(C(=O)C[C@H]2CC[C@@H]3[C@H](COC[C@H](O)CN3S(=O)(=O)c3cccc(Cl)c3)O2)CC1
  Mtb BioA inh: -0.1

SMILES: C[C@@H]1CN([C@H](C)CO)C(=O)c2cc(N(C)C)ccc2O[C@@H]1CN(C)C(=O)Nc1ccc(C(F)(F)F)cc1
  Mtb BioA inh: -2.0

SMILES: C[C@@H]1CN([C@H](C)CO)C(=O)c2cc(NC(=O)Nc3cccc4ccccc34)ccc2O[C@@H]1CN(C)Cc1ccc(Oc2ccccc2)cc1
  Mtb BioA inh: -3.6

SMILES: CCO[C@@H]1OC(C(=O)N2CCN(C)CC2)=C[C@H](c2ccccc2)[C@H]1CCCO
  Mtb BioA inh: -0.9

SMILES: CCC(=O)Nc1ccc2c(c1)C(=O)N(C)[C@H]1CC[C@@H](CC(=O)O)O[C@@H]1CO2
  Mtb BioA inh: -0.9

SMILES: C[C@@H]1CN([C@H](C)CO)S(=O)(=O)c2ccc(-c3ccc(C#N)cc3)cc2O[C@@H]1CN(C)Cc1cccc(F)c1
  Mtb BioA inh: 2.2

SMILES: COc1ccc(S(=O)(=O)N(C)C[C@@H]2OCCCC[C@H](C)Oc3ccc(NC(=O)Nc4cccc5ccccc45)cc3C(=O)N([C@H](C)CO)C[C@H]2C)cc1
  Mtb BioA inh: -0.3

SMILES: CC(=O)N1CCCCN2[C@H](CO)[C@@H](c3ccc(-c4cccc(C(=O)N(C)C)c4)cc3)[C@@H]2C1
  Mtb BioA inh: 0.2

SMILES: CO[C@@H]1CN(C)C(=O)c2ccc(NC(C)=O)cc2OC[C@H](C)N(CCC(F)(F)F)C[C@@H]1C
  Mtb BioA inh: 1.7

SMILES: C[C@@H]1CN([C@H](C)CO)C(=O)Cc2cc(NC(=O)Nc3ccc4c(c3)OCO4)ccc2O[C@@H]1CN(C)S(=O)(=O)c1ccc(Cl)cc1
  Mtb BioA inh: -0.7

SMILES: CC(C)C#Cc1ccc2c(c1)O[C@H](CN(C)S(C)(=O)=O)[C@H](C)CN([C@H](C)CO)S2(=O)=O
  Mtb BioA inh: 1.6

SMILES: COc1ccc(NC(=O)Nc2ccc3c(c2)CC(=O)N([C@@H](C)CO)C[C@H](C)[C@@H](CN(C)C(=O)NC2CCCCC2)O3)cc1
  Mtb BioA inh: 1.4

SMILES: C[C@H](CO)N1C[C@H](C)[C@@H](CN(C)S(=O)(=O)c2cn(C)cn2)Oc2ccc(NC(=O)CCC(F)(F)F)cc2C1=O
  Mtb BioA inh: -0.5

SMILES: C/C=C/c1ccc2c(c1)O[C@@H](CN(C)Cc1ccncc1)[C@H](C)CN([C@H](C)CO)S2(=O)=O
  Mtb BioA inh: 10.2

SMILES: CN(C)C(=O)c1ccc(-c2ccc3c(c2)[C@@H]2[C@@H](CCN2Cc2ccc4c(c2)OCO4)[C@H](CO)N3)cc1
  Mtb BioA inh: 15.3

Further compounds
Structure,Mtb BioA inh
CS(=O)(=O)Nc1ccc2c(c1)[C@@H]1C[C@@H](CC(=O)NCc3ccc(-c4ccccc4)cc3)O[C@H](CO)[C@@H]1O2,0.0
C[C@H]1CN([C@@H](C)CO)C(=O)Cc2cc(NS(=O)(=O)c3cn(C)cn3)ccc2O[C@@H]1CN(C)Cc1ccncc1,-3.2
C[C@@H]1CN([C@H](C)CO)C(=O)c2cccc(NC(=O)C3CCCCC3)c2O[C@H]1CN(C)Cc1ccc(Cl)c(Cl)c1,-1.2
COc1ccc(NC(=O)N2C[C@H]3[C@@H](c4ccccc42)[C@@H](CO)N3C(=O)C2CCCC2)cc1,-3.8
C/C=C/c1ccc2c(c1)O[C@H](CN(C)C(=O)CC1CC1)[C@@H](C)CN([C@@H](C)CO)S2(=O)=O,-2.1
CO[C@@H]1CN(C)C(=O)c2ccc(NC(=O)c3ccccc3F)cc2OC[C@H](C)N(C)C[C@H]1C,-0.5
CN(C)Cc1cn(CC[C@@H]2CC[C@H](NC(=O)Cc3cccnc3)[C@H](CO)O2)nn1,0.4
CC(C)N(C[C@@H]1[C@@H](c2ccccc2)[C@@H](CO)N1S(C)(=O)=O)C(=O)CN(C)C,-0.8
CCCC#Cc1cnc2c(c1)C(=O)N([C@H](C)CO)C[C@H](C)[C@H](CN(C)C(=O)C1CCCCC1)O2,-0.3
COc1ccc(S(=O)(=O)Nc2ccc3c(c2)CC(=O)N([C@@H](C)CO)C[C@H](C)[C@@H](CN(C)S(=O)(=O)c2ccccc2)O3)cc1,0.2
Cc1ccc(S(=O)(=O)N(C)C[C@H]2Oc3ccc(NC(=O)Nc4ccc(C(F)(F)F)cc4)cc3C(=O)N([C@H](C)CO)C[C@H]2C)cc1,-0.9
COc1ccc(S(=O)(=O)Nc2ccc3c(c2)C(=O)N([C@H](C)CO)C[C@H](C)[C@H](CN(C)Cc2ccc(C(F)(F)F)cc2)OCCCC[C@H](C)O3)cc1,0.8
CCNC(=O)Nc1ccc2c(c1)C(=O)N(C)[C@@H]1CC[C@@H](CC(=O)NC3CCCCC3)O[C@H]1CO2,-0.9
CC(C)c1cn(CC[C@H]2CC[C@H](NC(=O)C3CCCC3)[C@H](CO)O2)nn1,-2.3
C[C@@H]1CN([C@@H](C)CO)C(=O)Cc2cc(NC(=O)C3CC3)ccc2O[C@H]1CN(C)Cc1ccccc1,2.5
COc1ccccc1NC(=O)N[C@H]1CC[C@H](CCNC(=O)c2ccc3c(c2)OCO3)O[C@H]1CO,0.9
O=C(C[C@H]1CC[C@H]2[C@@H](COC[C@@H](O)CN2C(=O)Nc2ccc(F)cc2)O1)NCCc1ccccc1,-1.1
CCCNC(=O)N[C@H]1CC[C@@H](CCn2cc(C3CCCCC3)nn2)O[C@@H]1CO,-5.2
CCCNC(=O)C[C@H]1C[C@@H]2c3cc(NS(C)(=O)=O)ccc3O[C@@H]2[C@@H](CO)O1,-1.5
N#C[C@@H]1[C@H](c2ccccc2)[C@H](CO)N1C(=O)c1cccnc1,0.0
C[C@H](NC(=O)C[C@H]1C[C@@H]2c3cc(NC(=O)C4CCOCC4)ccc3O[C@@H]2[C@H](CO)O1)c1ccccc1,-2.3
O=C(CN1CCOCC1)N[C@H]1CC[C@@H](CCNC(=O)Nc2cc(F)ccc2F)O[C@H]1CO,1.6
C[C@@H]1CN([C@H](C)CO)S(=O)(=O)c2ccc(C#CC3CC3)cc2O[C@H]1CN(C)Cc1cccnc1,0.5
COc1ccccc1CNC(=O)C[C@@H]1C[C@@H]2c3cc(NC(=O)Nc4ccccc4F)ccc3O[C@@H]2[C@@H](CO)O1,1.5
O=C(C[C@@H]1CC[C@H]2[C@@H](COC[C@H](O)CN2C(=O)Nc2ccc(Cl)cc2)O1)NCc1ccncn1,2.7
C[C@H]1CN([C@@H](C)CO)C(=O)c2cccc(NC(=O)C3CCOCC3)c2O[C@H]1CN(C)S(=O)(=O)c1ccc(F)cc1,-1.2
O=C(C[C@H]1CC[C@H]2[C@@H](COC[C@@H](O)CN2C(=O)c2ccc(F)cc2)O1)NC1Cc2ccccc2C1,0.2
CN1C(=O)c2cc(NC(=O)c3cccc(C(F)(F)F)c3)ccc2OC[C@H]2O[C@@H](CC(=O)NCCN3CCCC3)CC[C@H]21,1.6
CCN(C[C@H]1[C@H](c2ccc(-c3cccnc3)cc2)[C@@H](CO)N1C(C)=O)C(C)=O,3.4
C[C@@H]1CN([C@@H](C)CO)C(=O)c2cc(C#CC3(O)CCCC3)cnc2O[C@H]1CN(C)S(=O)(=O)c1ccc(F)cc1,1.6
Cc1ccc(S(=O)(=O)N(C)C[C@H]2Oc3ccc(NC(=O)Cc4cn(C)c5ccccc45)cc3C(=O)N([C@H](C)CO)C[C@@H]2C)cc1,0.0
O=C(Nc1ccc2c(c1)[C@@H]1C[C@@H](CC(=O)N3CCOCC3)O[C@H](CO)[C@@H]1O2)Nc1ccccc1F,-0.7
C[C@H](CO)N1C[C@H](C)[C@H](CN(C)S(=O)(=O)c2cccs2)Oc2c(NC(=O)c3ccc(-c4nccs4)cc3)cccc2C1=O,-1.0
COc1ccc(NC(=O)N(C)C[C@@H]2OCCCC[C@@H](C)Oc3ccc(NS(=O)(=O)c4ccc(OC)cc4)cc3C(=O)N([C@@H](C)CO)C[C@H]2C)cc1,0.9
CCCC#Cc1ccc([C@@H]2[C@H]3CN(CCC)CCCCN3[C@H]2CO)cc1,-0.1

Source: PubChem BioAssay (Broad Institute)
